Screens (PubChem BioAssay)
Growth percent in the NCI-60 one-dose screen (48 h, 10 µM unless noted): 100 = growth as untreated, 0 = no growth, -100 = all killed.
MDA-MB-435 – MDA-MB-435 melanoma; 82,000 tested, 7.8% active; AID 1794794
MDA-MB-468 – MDA-MB-468 breast cancer; AID 2202374; 78,000 tested, 8.5% active
MDA-MB-231 – MDA-MB-231 breast cancer; 81,000 tested, 5% active; AID 1794789
MOLT-4 – MOLT-4 leukemia cells. 80,000 tested, 6.9% active. AID 1794779
K-562 – K-562 leukemia | 78,000 tested, 7.4% active | AID 1794777
RPMI-8226 – RPMI-8226 leukemia cells; AID 1794781; 77,000 tested, 7.5% active
SR – SR leukemia cells | 73,000 tested, 8.7% active | AID 1794780
MCF7 – MCF7 breast cancer. 82,000 tested, 6.3% active
Numbers without * were called inactive; . = no result given. Rule for the calls: active = growth percent below 10; inactive = the rest. Rows are unselected; about 15% have a hit in one of these screens.

item	Compound	MDA-MB-435	MDA-MB-468	MDA-MB-231	MOLT-4	K-562	RPMI-8226	SR	MCF7
1	O=c1oc2ccc(Br)cc2cc1-c1cs/c(=N/N=C\c2ccc(Cl)cc2)n1/N=C/c1ccc(Cl)cc1	103	107	105	100	.	98	90	105
2	CC[C@H](C)[C@H](NC(=O)[C@@H](NC(=O)[C@@H](Cc1c[nH]cn1)NC(=O)[C@@H](Cc1ccccc1)NC(=O)[C@@H]1CCCN1C(=O)[C@@H](Cc1ccccc1)NC(=O)[C@H](C)NC(=O)[C@H](CCCCN)NC(=O)[C@@H](CS)NC(=O)[C@@H](Cc1ccccc1)NC(=O)[C@@H](NC(C)=O)[C@@H](C)O)[C@@H](C)CC)C(=O)N[C@H](CCCNC(=N)N)C(=O)N[C@H](CCCNC(=N)N)C(=O)N[C@H](CCCNC(=N)N)C(=O)N[C@H](CCCNC(=N)N)C(=O)N[C@H](CCCNC(=N)N)C(=O)N[C@H](CCCNC(=N)N)C(=O)N[C@H](CCCNC(=N)N)C(=O)N[C@H](CCCNC(=N)N)C(=O)O	54	91	96	90	84	89	78	88
3	Cc1ccc(S(=O)(=O)NCCCNc2cc(-c3cn(C(C)(C)C)nc3-c3cccc(O)c3)ccn2)cc1	63	36	63	49	12	.	41	46
4	COc1ccccc1CO	105	.	118	90	99	102	102	101
5	CCC/C=C/C=N/N1C(=S)N(CC)[C@]23OC(N)=C(C#N)[C@]12C(=O)c1ccccc13	100	105	100	99	100	99	109	78
6	COc1ccc([C@@H]2[C@@H](O)C(=O)N2c2cc(OC)c(OC)c(OC)c2)cc1	-29*	3.0*	30	.	.	20	.	12
7	N#C/C(=C\c1cccc(C#N)c1)C(=O)c1ccccc1	107	110	97	102	100	102	.	103
8	Oc1[nH]c2cc(Cl)ccc2c1/C=c1/cc2c(c(-c3ccc(F)cc3)n1)=Nc1ccccc1-2	93	98	82	91	84	97	78	86
9	C[C@]1(COc2ccc(N3CCC(Oc4ccc(OC(F)(F)F)cc4)CC3)cc2)Cn2cc([N+](=O)[O-])nc2O1	105	91	99	91	74	81	90	88
10	Cc1ccc(/C=C2\N=C(c3ccccc3)N(c3ccc(-c4nc5ccc(C)cc5s4)cc3)C2=O)cc1	88	46	32	49	82	64	76	60
11	Cc1ccc(-c2nnc(CSc3nc(-c4ccc(F)cc4)c(C#N)c(=O)[nH]3)o2)cc1	114	104	107	114	109	96	101	98
12	O=C1CCC(Nc2ccccn2)N1 (stereo not given)	112	102	110	97	108	101	99	99
13	CC(=O)Oc1ccc(OC(C)=O)c2c1C(=O)c1ccccc1C2=O	94	76	90	70	78	65	59	84
14	Cc1cccc(Nc2nc(N)c3ccccc3n2)c1	108	91	82	100	98	98	94	102
15	CCOC(Cn1cc([N+](=O)[O-])c(=O)[nH]c1=O)OCC	112	116	92	101	90	90	83	101
16	CC(C)CNc1nc(-c2ccc(Cl)cc2)n2ncc(C#N)c2n1	108	121	104	92	.	.	99	91
17	CC(C)CCC[C@@H](C)[C@H]1CC[C@H]2[C@@H]3CC[C@@]45O[C@@H]4C(=O)CC[C@]5(C)[C@H]3CC[C@]12C	105	98	110	104	101	101	109	99
18	COc1cc(-c2ccc[nH]2)[nH]c1/C=C1\N=C(C)C(CC(=O)OCC(C)(C)C)=C1C	-82*	-79*	-57*	-37*	-43*	-50*	-54*	-74*
19	CCc1c(C)c2cc3nc(-c4ccc([N+](=O)[O-])cc4)oc3c(C)c2oc1=O	100	100	111	89	103	99	100	89
20	Nc1nc(-c2ccccc2)c(CCCOc2ccc([N+](=O)[O-])cc2)c(=O)[nH]1	103	85	86	95	.	93	.	95
21	COc1ccc(/C=C\c2nc3ccccc3s2)cc1OP(=O)(O)O	-70*	12	49	26	10	23	17	22
22	COc1ccc2nccc(C(N)=O)c2c1	106	.	103	99	109	145	109	88
23	Cn1c(=O)c2[nH]c(NN)nc2n(C)c1=O	106	122	116	96	100	96	.	104
24	Cn1cc2c(c1-c1ccccc1)CCc1cnc(=O)[nH]c1-2	110	122	105	165	97	91	123	103
25	CCC(C)n1ncc2c(N(C)C)ncnc21 (stereo not given)	110	107	113	97	105	105	91	.
26	Nc1nncc(-c2ccccc2)n1	117	103	115	131	80	106	.	110
27	COc1ccc(/C=C2\N=C(c3cccnc3)N(c3ccccc3)NC2=O)cc1	97	94	92	86	107	68	93	92
28	Cc1nn(C(=O)c2ccc([N+](=O)[O-])cc2)c2c1nnc1ncccc12	101	107	97	109	108	106	116	108
29	CCCn1cnc2c(c1=N)C(c1ccc(OC)cc1)c1sc3c(C)cccc3c1O2 (stereo not given)	-33*	50	27	17	13	-3.6*	27	20
30	C/C(=N\O)[C@@H]1CC[C@]2(C(=O)O)CC[C@]3(C)[C@H](CC[C@@H]4[C@@]5(C)CC[C@H](O)C(C)(C)[C@@H]5CC[C@]43C)[C@@H]12	102	100	100	80	.	104	92	94

Look-ups from above:
entry 7 @ K-562: 100
entry 25 @ RPMI-8226: 105
entry 19 @ MDA-MB-435: 100
entry 5 @ K-562: 100

Entries above that have a Cl atom (3):
item	Compound	MDA-MB-435	MDA-MB-468	MDA-MB-231	MOLT-4	K-562	RPMI-8226	SR	MCF7
1	O=c1oc2ccc(Br)cc2cc1-c1cs/c(=N/N=C\c2ccc(Cl)cc2)n1/N=C/c1ccc(Cl)cc1	103	107	105	100	.	98	90	105
8	Oc1[nH]c2cc(Cl)ccc2c1/C=c1/cc2c(c(-c3ccc(F)cc3)n1)=Nc1ccccc1-2	93	98	82	91	84	97	78	86
16	CC(C)CNc1nc(-c2ccc(Cl)cc2)n2ncc(C#N)c2n1	108	121	104	92	.	.	99	91

Later entries.
item	Compound	MDA-MB-435	MDA-MB-468	MDA-MB-231	MOLT-4	K-562	RPMI-8226	SR	MCF7
31	O=C(O)c1cc2cc(OCc3ccccc3)ccc2[nH]1	111	.	99	100	112	94	104	62
32	CCc1ccccc1OCc1ccccc1	98	99	101	105	98	100	94	93
33	CSc1nc(=O)[nH]nc1SCc1ccccc1	102	94	109	106	.	.	66	84
34	COc1ccc2c(c1)c(-c1nn3cc(-c4ccncc4)nc3s1)cn2C	96	79	77	47	28	61	-3.8*	19
35	CCc1nc2c(cnn2-c2ccccc2)c(=O)[nH]1	107	92	.	97	107	95	95	87
36	CN(C)N=Nc1nn(C(=O)Nc2ccc(Cc3ccccc3)cc2)c2ccccc12	48	69	58	64	18	47	60	21
37	CC(=O)C1=C(O)C=C2Oc3c(C(=O)/C=C/c4ccccc4)c(O)c(C)c(O)c3[C@]2(C)C1=O	46	30	61	33	25	35	30	44
38	COc1cc(Br)c(C(Br)C#N)cc1OC (stereo not given)	107	105	106	96	100	102	101	87
39	c1ccc2c[n+](C[n+]3ccc4ccccc4c3)ccc2c1	106	97	99	105	105	105	.	97
40	COc1cc(-c2nn(C(=O)NS(=O)(=O)c3ccc(C)cc3)cc2-c2ccncc2)ccc1Cl	67	58	42	62	78	63	67	83
41	CC1(C)CC[C@]2(C(=O)N[C@H](CO)Cc3ccccc3)CC[C@]3(C)C(=CC[C@@H]4[C@@]5(C)CCCNC(C)(C)[C@@H]5CC[C@]43C)[C@@H]2C1	73	38	70	35	1.9*	36	-6.0*	84
42	COCCCN(C(=O)c1cccc(C)c1)c1c(N)n(Cc2ccccc2)c(=O)[nH]c1=O	106	.	107	102	98	95	93	100
43	O=[N+]([O-])c1ccc(N/N=C/c2ccccc2O)nc1	47	10	52	14	22	.	15	17
44	COc1cccc2c1C(=O)OC1(OC(=O)c3ccccc31)O2 (stereo not given)	98	117	112	87	103	109	95	98
45	CCC(C)(C)C1CCCCC1OC(C)=O (stereo not given)	109	102	102	124	112	114	107	100
46	Cc1cccc(NC(=O)c2sc3nc4c(cc3c2N)CN(Cc2ccccc2)CC4)c1	94	95	113	103	109	101	95	96
47	CC(CN1CCN(CC(C)C(=O)c2ccccc2)CC1)C(=O)c1ccccc1 (stereo not given)	129	109	111	85	97	.	93	92
48	NC(=Nc1ccc(N)cc1)C(N)=Nc1ccc(N)cc1	104	94	94	124	82	.	.	90
49	Cc1ccc(-n2nc(C)c(N=Nc3ccccc3)c2C)cc1	81	89	93	92	90	117	72	91
50	COc1ccc(-c2nc(NCCO)nc(N)c2C#N)cc1	106	102	100	.	88	96	95	96
51	COc1ccc(/C=C2/N=C3N(N=C(CCl)N3c3ccccc3)C2=O)cc1	104	113	107	105	115	103	118	99
52	O=Cc1ccc(O)c(Cl)c1	96	106	114	89	91	100	85	111
53	CSc1ccc(/C(=N/N=C(N)N)c2ccccc2)cc1	-18*	45	30	22	25	18	20	12
54	COc1c(O)cccc1/C=N/NC(=O)Cn1c(C)nc2c(c(C)nn2-c2ccccc2)c1=O	100	92	73	92	86	78	77	84
55	CCC(CC)C(=O)O	110	101	110	103	98	.	93	98
56	COc1cc(-c2n/c(=C\c3c(O)[nH]c4cc(Cl)ccc34)cc3c2=Nc2ccccc2-3)ccc1F	98	87	69	81	56	90	45	70
57	CCOc1ccc(NC(=O)c2ccoc2COc2ccc(C)cc2)cc1	84	93	99	90	78	92	102	84
58	CCOC(=O)C1=C(C(=O)OCC)N(c2ccccc2)C(N)=C(C#N)C1c1cc(=O)[nH]c2ccccc12 (stereo not given)	103	98	103	.	.	115	95	94
59	CCC(CCCN1C(=O)c2ccccc2C1=O)Nc1cc(OC)cc2c(C)ccnc12 (stereo not given)	99	.	81	66	72	96	55	92
60	O=C(Nc1ccc(I)cc1)Nc1nc2ccc([N+](=O)[O-])cc2s1	-96*	-97*	-100*	-58*	-83*	-72*	.	-94*

Structural class, those above with fluorine (four)
item	Compound	MDA-MB-435	MDA-MB-468	MDA-MB-231	MOLT-4	K-562	RPMI-8226	SR	MCF7
8	Oc1[nH]c2cc(Cl)ccc2c1/C=c1/cc2c(c(-c3ccc(F)cc3)n1)=Nc1ccccc1-2	93	98	82	91	84	97	78	86
9	C[C@]1(COc2ccc(N3CCC(Oc4ccc(OC(F)(F)F)cc4)CC3)cc2)Cn2cc([N+](=O)[O-])nc2O1	105	91	99	91	74	81	90	88
11	Cc1ccc(-c2nnc(CSc3nc(-c4ccc(F)cc4)c(C#N)c(=O)[nH]3)o2)cc1	114	104	107	114	109	96	101	98
56	COc1cc(-c2n/c(=C\c3c(O)[nH]c4cc(Cl)ccc34)cc3c2=Nc2ccccc2-3)ccc1F	98	87	69	81	56	90	45	70

Additional entries
item	Compound	MDA-MB-435	MDA-MB-468	MDA-MB-231	MOLT-4	K-562	RPMI-8226	SR	MCF7
61	OC(COc1cccc2ccccc12)CN1CCCCC1 (stereo not given)	114	94	67	90	88	107	87	96
62	O=C(ONC(=O)[C@H]1C2C=CC(C2)[C@@H]1C(=O)NOC(=O)c1ccccc1)c1ccccc1	89	68	83	27	70	80	54	64
63	CCOC(=O)c1c2c(c(C)n1Cc1ccc(OC)cc1)-c1oncc1CC2	120	98	115	85	92	63	85	97
64	O=C1CSC(=NCC(=O)n2cnc3ccccc32)N1	101	105	105	97	99	113	.	88
65	COc1cc(OC)c(/C=C/S(=O)(=O)Cc2ccc(OC)c(NC(=O)CCC(=O)NO)c2)c(OC)c1	-2.2*	40	26	17	13	17	14	12
66	CC1CCCC(CC(N)=O)CC1 (stereo not given)	104	98	103	101	94	89	95	103
67	O=C(O)c1c2c(nc3ccccc13)/C(=C/c1ccc(O)cc1)CCC2	110	.	117	116	104	185	93	116
68	COc1ccc(-c2nnc3n(-c4ccccc4)c(=O)c4cnn(-c5ccccc5)c4n23)cc1	101	97	84	75	101	97	86	92
69	COc1ccc(-c2cc(-c3ccc(OC)cc3)n(-c3ccc(-c4nnc(SCC(N)=O)o4)cc3)n2)cc1	105	80	88	107	105	104	99	99
70	O=C1CCC(NNc2ccccc2)N1 (stereo not given)	79	97	99	50	35	91	73	92
71	CCOc1ccccc1C(=O)Nc1ccc(Br)cc1	80	74	64	83	90	89	73	73
